Screening data as filed in PubChem BioAssay.
hcGAS lum: Primary biochemical luminescence assay for human cyclic GMP-AMP synthase inhibitors; Q8N884; recombinant h-cGAS, ATP depletion, Kinase-Glo luminescence; inhibition, % at 12.5 µM; hit rate 0.081% among 290,000; AID 1259398, 2018;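 also: 0% = vehicle reaction and 100% = reaction without DNA for no activity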
Target sequence (Q8N884 whole entry, looked up): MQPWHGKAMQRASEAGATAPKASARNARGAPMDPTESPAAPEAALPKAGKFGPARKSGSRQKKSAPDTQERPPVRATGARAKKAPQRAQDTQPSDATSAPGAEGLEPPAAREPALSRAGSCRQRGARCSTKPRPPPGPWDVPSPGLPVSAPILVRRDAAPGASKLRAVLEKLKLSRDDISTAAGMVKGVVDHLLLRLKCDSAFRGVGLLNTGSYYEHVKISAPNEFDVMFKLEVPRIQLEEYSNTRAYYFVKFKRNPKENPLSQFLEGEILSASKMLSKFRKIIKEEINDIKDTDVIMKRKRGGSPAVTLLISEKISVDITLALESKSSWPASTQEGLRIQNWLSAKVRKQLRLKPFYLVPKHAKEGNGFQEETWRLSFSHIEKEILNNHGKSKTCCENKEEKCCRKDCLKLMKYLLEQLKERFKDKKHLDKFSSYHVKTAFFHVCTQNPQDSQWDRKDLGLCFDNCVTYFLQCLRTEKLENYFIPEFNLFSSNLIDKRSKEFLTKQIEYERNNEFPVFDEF
mcGAS inh: cyclic GMP-AMP synthase inhibitors, mouse, primary biochemical chemiluminescence | inhibition, % at 12.5 µM | recombinant cGAS, Kinase-Glo ATP depletion luminescence | Q8C6L5 | AID 1259399, 2018 | hit rate 0.15% among 160,000;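 also: 0% = negative control wells and 100% = reference inhibitor with no enzyme activity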
NPYLR7 agonist: agonists of mosquito NPYLR7 receptor, primary screen, cell-based, Aedes aegypti, calcium fluorescence, mosquito biting behavior. HEK293T NPYLR7/Galpha15, GCaMP6s calcium fluorescence. activation, % at 10 µM. hit rate 0.15% among 270,000. AID 1259423, 2018; in the data active = activation above about 40%;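 also: 0% = vehicle and 100% = reference agonist at the receptor; some compounds past the cut are filed as inactive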
The depositor's hits bear a star; nt = no result given. Rule as the data show it, unless noted: active = inhibition above about 40%; inactive = the rest. Hits appear at their usual frequency. About 0.27% of those tested had a hit in this group.

SMILES	hcGAS lum	mcGAS inh	NPYLR7 agonist
CC(Sc1ncccc1Cl)C(=O)Nc1sccc1C#N (stereo unspecified)	-2	nt	5
COc1ccccc1OCCCCOc1ccccc1Cl	-4	nt	-8
Cc1ccn2c(=O)nc(SCc3ccccc3F)nc2c1	-10	-8	1
O=C(NC(Cc1ccccc1)C(=O)NC1=NCCS1)OCc1ccccc1 (stereo unspecified)	-2	-14	-4
COCCN(CC(=O)N(CCc1ccc(OC)c(OC)c1)Cc1ccc(C)o1)C(=O)c1cccs1	-4	-5	-4
CCC(CC)(NCc1cnc(N2CCCC2)nc1)c1ccc(Cl)cc1	3	nt	-24
CCOC(=O)c1nnn(-c2ccccc2OC)c1C(=O)OCC	-9	-6	8
Cc1ccc(C)c(C2c3cccn3CCCN2Cc2ccccc2Cl)c1 (stereo unspecified)	-9	-4	13
Cc1noc(-c2cccc(C(F)(F)F)c2)c1C(=O)NCc1ccncc1	-5	-9	5
C/C=C/CC(=O)NC1CCN(Cc2cccc(O)c2)CC1	2	-10	-5
CN1CCN(C(=O)c2c3c(nc4ccccc24)CCN(C(=O)CCc2ccc4c(c2)OCO4)C3)CC1	-9	nt	0
Clc1cccc(N2CCN(C3CCCN(Cc4ccc5nsnc5c4)C3)CC2)c1 (stereo unspecified)	-5	-10	3
COc1cc(COC2CN(C(=O)c3c4c(nn3C)CCCC4)CC(=O)N(C(C)C)C2)cc(OC)c1 (stereo unspecified)	7	2	-5
O=c1nc(SCc2ccccn2)c2c([nH]1)CCCC2	-2	-8	-5
CSc1nnc(CNC(=O)C23CC4CC(CC(C4)C2)C3)n1Cc1ccccc1	-7	-8	-1
Cn1c(N2CCOCC2)nc2cc(C(=O)NCC3(O)CCNC3)ccc21 (stereo unspecified)	-2	nt	3
O=C1C=Cc2ccccc2C1=Cc1c(O)[nH]c(=O)[nH]c1=O	-7	-6	-9
CN=C(NCc1cc(C)no1)N1CC(C)OC(C)C1 (stereo unspecified)	-11	nt	0
ClC1(Cl)CC1Cn1c(-c2cccs2)nc2ccccc21 (stereo unspecified)	-9	-7	20
CC1(C(=O)NC2CCc3ccccc32)CCN1Cc1csc2ccccc12 (stereo unspecified)	-1	nt	-1
COc1ccc(C2CCCN2c2ccc(S(N)(=O)=O)cn2)cc1 (stereo unspecified)	-10	nt	4
C=CCn1c2ccccc2c2nnc(SCC(=O)Nc3ncc([N+](=O)[O-])s3)nc21	-1	-9	4
CCOc1ccc2c(c1)sc(=NC(=O)c1ccnn1C)n2CCOC	4	-4	nt
O=C(c1cc2n(n1)CCN(Cc1c(Cl)cccc1Cl)C2=O)N1CCC2(CC1)OCCO2	-3	-7	15
Cc1oc(-c2cccs2)nc1CN1CCOC(Cc2ccccc2)C1 (stereo unspecified)	-3	nt	2
COCCN(Cc1ccc(OS(=O)(=O)c2ccc(OC)cc2)cc1)C(=O)Nc1ccccc1OC	-4	-6	24
COc1ccc(CN2CC(OCc3cccnc3)CN(C(=O)c3snnc3C)CC2=O)cc1 (stereo unspecified)	-22	-8	20
CC(C)N(C)C(=O)c1cc(N2CCSCC2)nc2ccccc12	-7	-3	8
Cc1nn(CC(=O)NCCCN2CCOCC2)c(C)c1[N+](=O)[O-]	-6	-5	-3
Oc1ccccc1Nc1nc(N2CCOCC2)c2ccccc2n1	-9	-7	3
CCc1nnc(NC(=O)CSc2nc(O)c(-c3ccccc3)c(=O)[nH]2)s1	-1	-2	0
O=C(Nc1ccc(NS(=O)(=O)c2ccc(F)cc2)cc1)c1ccco1	-5	nt	6
O=C(Oc1c(CN2CCOCC2)cc(Cl)c2cccnc12)c1cccc([N+](=O)[O-])c1	8	nt	-3
CC(C(=O)Nc1ncccn1)N1CCCC(C)(c2ccccc2)C1 (stereo unspecified)	10	1	-7
O=C(Nc1ccc2c(c1)C(=O)Nc1ccccc1O2)c1ccccc1	-7	nt	6
NC(=O)CSc1ncccc1Nc1ccccn1	4	nt	9
Cc1cc(=O)[nH]c(-n2ncc(C(=O)Nc3nnc(C)s3)c2C)n1	-3	nt	-1
COc1ccc(Cn2cnc3cnc(-c4ccccc4OC)cc32)cc1OC	-4	-6	8
CN(c1ccccc1)S(=O)(=O)c1cccc(NC(=O)CCn2c(=O)oc3ccccc32)c1	-7	nt	9
COC(=O)CN1CCN(c2nccc(CCC(F)(F)F)n2)C(C)C1=O (stereo unspecified)	-3	nt	0
Cc1cc(Cl)ccc1S(=O)(=O)NCc1ccnc(N(C)C)c1	-17	nt	2
O=C1CNC(=O)N1CC(O)COC(c1ccc(F)cc1)c1ccc(F)cc1 (stereo unspecified)	-7	nt	6
O=c1n(Cc2ccc3ccccc3n2)nc(C2CCCNC2)n1-c1ccccc1 (stereo unspecified)	-5	-13	6
COc1ccc(CN(C)S(=O)(=O)N(C)C(C)C)cc1	-1	1	-3
O=C(c1c(F)cccc1Cl)N1CCC(n2nc(-c3ccccc3)cc2-c2ccccc2)CC1	-6	-4	17

Exported as labelled records: part of the list above.
> O=C1CNC(=O)N1CC(O)COC(c1ccc(F)cc1)c1ccc(F)cc1 (stereo unspecified)
  hcGAS lum = -7 | mcGAS inh = nt | NPYLR7 agonist = 6

> O=c1n(Cc2ccc3ccccc3n2)nc(C2CCCNC2)n1-c1ccccc1 (stereo unspecified)
  hcGAS lum = -5 | mcGAS inh = -13 | NPYLR7 agonist = 6

> COc1ccc(CN(C)S(=O)(=O)N(C)C(C)C)cc1
  hcGAS lum = -1 | mcGAS inh = 1 | NPYLR7 agonist = -3

Next section:
SMILES	hcGAS lum	mcGAS inh	NPYLR7 agonist
O=C(Cn1nc2c(c1NC(=O)c1ccc(Cl)cc1)CSC2)NCc1ccccc1	-6	-3	-7
Cn1c(N)c(C(=O)CN2CCN(C(=O)c3cccs3)CC2)c(=O)n(C)c1=O	-7	nt	1
c1ccc(OCCN2CCN(c3nc4nonc4nc3NC3CC3)CC2)cc1	-4	nt	10
CCNC(=O)N1CCC(NC(C)COc2ccc3ccc(=O)oc3c2)CC1 (stereo unspecified)	-2	-11	23
CC1(C)CC(=O)C2C(=Nc3ccccc3NC2c2ccc(Cl)c(Cl)c2)C1 (stereo unspecified)	-5	nt	-4
COC(=O)c1sc(NC(=O)C(C)c2c(C)nn(C)c2C)cc1C (stereo unspecified)	-10	nt	7
CN1C(=O)C(CC(=O)NCC2=CCCCC2)N(C)C1=O (stereo unspecified)	-7	nt	24
CC(=O)N1N=C(c2ccco2)OC1C(=O)N(CCC#N)CC1CCCO1 (stereo unspecified)	-4	nt	6
COc1ccc(CCC(=O)Nc2c(C)nc3ccc(C)cn3c2=O)cc1	1	nt	-2
CC(=O)NC(CC(=O)Nc1cc(F)ccc1F)c1ccccc1Cl (stereo unspecified)	-13	nt	17
CN(C)c1ncccc1CNC(=O)C1(Cn2ccnc2)CC1	-6	nt	-3
O=C(NCc1cccc(F)c1)C1Cc2cc([N+](=O)[O-])ccc2N2CCN(Cc3ccc(F)cc3)CC12 (stereo unspecified)	5	4	nt
CC(c1nc2ccccc2s1)N(C)CN1C(=O)NC2(CCCCCCC2)C1=O (stereo unspecified)	-3	-8	3
CC(C)C(=O)N1CCN(C(C)C(=O)Nc2cccc(Cl)c2)CC1 (stereo unspecified)	-1	nt	0
O=S(=O)(CC1CCCO1)c1nc2c(n1-c1ccccc1)CCCC2 (stereo unspecified)	-1	nt	-2
COc1cc(Cn2nc(C)c3cnn(-c4cccc(Cl)c4)c3c2=O)cc(OC)c1	-3	nt	-6
O=C(CN(Cc1ccco1)c1cccc(F)c1)NCC1CCC1	-9	-15	-7
CCNC(=O)[C@@H]1C[C@H](N)CN1C(=O)C1(c2ccc(OC)cc2)CCCC1	2	2	2
COc1ccc(S(=O)(=O)Nc2ccc(-c3cn4ccc(C)nc4n3)cc2)cc1	-7	nt	0
Cc1ccc(Cl)cc1N1CCN(C(=O)c2cccc(Br)c2)C(C)C1=O (stereo unspecified)	-1	-4	-12
O=C(CC1CCCC1)NNC(=O)CC12CC3CC(CC(C3)C1)C2	-7	nt	2
CC(=O)Nc1ccc(CN(C)c2c(C)nc3ccc(C(=O)NC4CCN(Cc5ccccc5)CC4)cn23)cc1	-4	-3	12
CCN(CC)CC(O)COc1cc(C)c(Cl)cc1C(C)C (stereo unspecified)	-14	nt	1
CC1(C(=O)NCc2ccc(Cl)cc2)CCN1C(=O)Cc1cccc2ccccc12 (stereo unspecified)	-8	-4	-3
Cc1ccc2c(c1)N(C(=O)CSc1ncnc3nc(N4CCc5ccccc5C4)sc13)CCO2	-6	-4	-2
CCN1CCN(C(=O)C(C)Sc2nnc3n(-c4ccc(C)cc4C)c(=O)c4ccccc4n23)CC1 (stereo unspecified)	-6	nt	9
CCCN(Cc1cc(OC)cc(OC)c1)Cc1ccc(C(O)(C=C(C)C)C=C(C)C)o1	-5	-6	0
Cc1ccc(Cl)cc1-n1c(SCc2ccc(F)cc2)nnc1C(Cc1ccccc1)NC(=O)Nc1ccc(F)cc1F (stereo unspecified)	-1	1	-8
CC(Sc1nnc(-c2ccco2)n1C)C(=O)c1ccc(Cl)cc1 (stereo unspecified)	3	nt	27
CCCCn1c(=O)[nH]c(=O)c2c1nc(CNCCC)n2CCC	-1	nt	0
c1ccc(C2=Nn3c(nnc3-c3ccncc3)SC2)cc1	-2	-5	16
COc1nc2c([nH]1)C(c1ccccc1C(C)(C)C)C(C#N)C(=N)O2 (stereo unspecified)	-5	nt	-12
Cn1c2c(c3ccccc31)C[C@H]1C[C@@H]2[C@@H](Oc2ccccn2)CN1C(=O)Nc1ccccc1	4	-4	6
COc1ccc2[nH]c3c(c2c1)CCN(C(=O)c1ccc([N+](=O)[O-])o1)C3c1ccc(-c2ccccc2C(F)(F)F)o1 (stereo unspecified)	-1	-6	11
CN(Cc1cccc(Cl)c1)Cc1cnc(S(C)(=O)=O)n1CC1CCCCC1	-7	-11	5
Cc1ccc(C)c(C(C)NC(=O)CC#N)c1 (stereo unspecified)	1	nt	5
Cc1c(C(=O)NC(C)c2ccc(Br)cc2)cnc2c(-c3cccs3)cnn12 (stereo unspecified)	-3	-3	6
O=C(NCCCc1ccccn1)c1ccc(-c2cccc3c2OCC3)nc1	-9	nt	5
Cc1ccc(N2NC(C(=O)NC3CCN(C(=O)c4ccoc4)CC3)=NCC2=O)cc1	-9	-16	-6
C=CCn1c(=O)c2c(nc3n2CCCN3c2ccc(Oc3ccccc3)cc2)n(C)c1=O	-3	nt	3
CNC(=S)N(CCc1ccc(OC)cc1)C1CC(=O)N(c2ccc(OC)cc2)C1=O (stereo unspecified)	0	-5	0
c1ccc(NC2CCN(Cc3cc4n(n3)CCCNC4)CC2)nc1	-7	nt	9
COc1ccc(S(=O)(=O)Nc2nc(CC(=O)Nc3cccc(Cl)c3C)cs2)cc1	-6	nt	9
O=S(=O)(c1ccc(NCC2COCCO2)cc1)C(F)F (stereo unspecified)	-5	nt	2
COC(=O)c1sccc1S(=O)(=O)N1CCCC(C(=O)c2cccc(Cl)c2)C1 (stereo unspecified)	-2	-3	-1

Ordered by length of the SMILES (rising): some entries from above.
SMILES	hcGAS lum	mcGAS inh	NPYLR7 agonist
Cc1ccc(C)c(C(C)NC(=O)CC#N)c1 (stereo unspecified)	1	nt	5
c1ccc(NC2CCN(Cc3cc4n(n3)CCCNC4)CC2)nc1	-7	nt	9
O=C(NCCCc1ccccn1)c1ccc(-c2cccc3c2OCC3)nc1	-9	nt	5
CN(Cc1cccc(Cl)c1)Cc1cnc(S(C)(=O)=O)n1CC1CCCCC1	-7	-11	5
COC(=O)c1sccc1S(=O)(=O)N1CCCC(C(=O)c2cccc(Cl)c2)C1 (stereo unspecified)	-2	-3	-1
CNC(=S)N(CCc1ccc(OC)cc1)C1CC(=O)N(c2ccc(OC)cc2)C1=O (stereo unspecified)	0	-5	0
Cn1c2c(c3ccccc31)C[C@H]1C[C@@H]2[C@@H](Oc2ccccn2)CN1C(=O)Nc1ccccc1	4	-4	6

Additional compounds:
SMILES	hcGAS lum	mcGAS inh	NPYLR7 agonist
CC(C)Cc1ncc2c(n1)CN(C(=O)c1ccc(=O)n(C)n1)C2	-9	-11	nt
CCOC(=O)C1CCCN(CC(=O)N2N=C(c3ccc(C)cc3C)CC2c2ccccc2Cl)C1 (stereo unspecified)	1	-3	-2
Cc1cnn(C)c1C(=O)Nc1nc2c(Cl)ccc(Cl)c2s1	-2	nt	-7
CC(Sc1nccn1-c1ccc(Cl)cc1)C(=O)N1CCOCC1 (stereo unspecified)	-6	-8	1
CN(C)C(CNc1nccnc1-c1cc(C(F)(F)F)cc(C(F)(F)F)c1)c1cccnc1 (stereo unspecified)	-7	-1	-5
COc1cccc(C2CC(c3cccc(C)c3)=NN2C(=O)CN2CCCCC2)c1 (stereo unspecified)	-5	-5	22
CCCN1CC(NC(=O)c2ccc(Cn3cnnn3)cc2)CC1=O (stereo unspecified)	-5	nt	2
CNc1cncc(-c2cc(OC)ccc2OC)n1	-10	nt	0
CCc1ccc(S(=O)(=O)N2CCN(c3cc(-n4ccnc4C)ncn3)CC2)cc1	2	-6	-14
Cc1ccc(C(N)=O)cc1I	-5	nt	-1
CC1C(=O)N(c2cccc(C(F)(F)F)c2)CCN1C(=O)c1cccc(F)c1 (stereo unspecified)	2	-1	-10
Cc1cc(=O)n(CC(C)O)c(O)c1C#N (stereo unspecified)	6	nt	18
CCN(c1ccccc1)S(=O)(=O)c1ccc(C(=O)NC)cc1	-7	nt	8
O=S(=O)(Nc1cccc(S(=O)(=O)N2CCCCC2)c1)c1cccc(F)c1	-3	nt	8
CCc1ccc(S(=O)(=O)Nc2cccc(-c3ccc(=O)n(C)n3)c2)s1	-9	-8	0
